# KLF5 inh = suppresses KLF5 promoter-driven expression | 290,000 compounds, 0.23% hits | DLD-1 KLF5 promoter-luciferase reporter, luminescence | inhibition, % at 5 µM | AID 1700;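 active = inhibition above a per-plate limit of that plate's mean compound inhibition plus 3 SD, cut at about 60% in these data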;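 note: 0% = DMSO wells and 100% = LY294002 at 200 µM; higher means less KLF5 promoter-driven luciferase light; inactives centre near -14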
# GSK3A inh = inhibitors of human GSK-3 alpha kinase; P49840; ADP-Glo luminescence, 60 min; inhibition, % at 10 µM; 320,000 compounds, 0.1% hits; AID 2650;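 in the data active = inhibition above about 50%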;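 note: GST-tagged GSK-3 alpha with peptide substrate and 25 µM ATP; 0% = DMSO neutral wells and 100% = GW8510 positive control wells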
# Target sequence (P49840 whole entry, looked up): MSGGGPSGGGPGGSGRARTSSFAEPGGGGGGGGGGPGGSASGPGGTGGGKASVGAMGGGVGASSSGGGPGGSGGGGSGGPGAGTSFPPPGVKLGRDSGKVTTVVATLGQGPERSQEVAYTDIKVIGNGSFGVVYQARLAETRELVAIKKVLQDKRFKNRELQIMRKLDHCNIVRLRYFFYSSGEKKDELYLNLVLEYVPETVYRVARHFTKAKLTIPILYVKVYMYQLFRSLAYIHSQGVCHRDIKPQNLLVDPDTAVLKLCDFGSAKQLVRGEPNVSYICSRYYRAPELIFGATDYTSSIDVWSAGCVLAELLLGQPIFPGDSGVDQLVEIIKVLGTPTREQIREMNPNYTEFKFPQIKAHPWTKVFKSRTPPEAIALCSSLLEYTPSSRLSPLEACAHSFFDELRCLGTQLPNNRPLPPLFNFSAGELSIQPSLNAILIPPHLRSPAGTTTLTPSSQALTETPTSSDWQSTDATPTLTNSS
# HSP90 inh = inhibitors of HSP90 luciferase refolding in rabbit reticulocyte lysate. luciferase refolding luminescence, 3 h. inhibition, % at 5.6 µM. 290,000 compounds, 0.91% hits. AID 1789;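 active = inhibition above the screen-wide mean plus 3 SD, computed separately per campaign, cut at about 16% in these data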;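 note: 0% = DMSO wells and 100% = 60 µM geldanamycin wells; inhibitors lower the luminescence because luciferase stays unfolded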
# GSK3B inh = inhibitors of human GSK3beta kinase | activity score (negative = inhibition), % at 10 µM | AID 2097 | 300,000 compounds, 0.038% hits | GST-GSK3beta kinase, ADP-Glo luminescence, 60 min; stronger effect = lower value | P49841;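 active = more than half of replicate wells score below -50%, meaning over 50% inhibition versus plate controls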;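 note: 0% = median DMSO wells and -100% = median GW8510 positive control wells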
# Target sequence (P49841 whole entry, looked up): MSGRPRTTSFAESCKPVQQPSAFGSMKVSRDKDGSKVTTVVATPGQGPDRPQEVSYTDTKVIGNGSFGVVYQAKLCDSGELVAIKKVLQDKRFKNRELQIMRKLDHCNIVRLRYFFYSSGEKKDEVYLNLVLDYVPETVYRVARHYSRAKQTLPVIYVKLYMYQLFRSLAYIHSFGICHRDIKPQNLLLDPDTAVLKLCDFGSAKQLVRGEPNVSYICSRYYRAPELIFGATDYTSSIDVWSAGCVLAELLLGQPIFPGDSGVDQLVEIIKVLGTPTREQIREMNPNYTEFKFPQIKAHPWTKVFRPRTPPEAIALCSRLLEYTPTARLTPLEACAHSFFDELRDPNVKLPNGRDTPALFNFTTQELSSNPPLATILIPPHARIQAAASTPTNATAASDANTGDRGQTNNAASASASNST
#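 Test system: GST-fused GSK3beta enzyme, cell-free | Quantity: 1.6 ng GST-GSK3beta enzyme per well | Reagent: 25 µM ATP with peptide substrate | Schedule: 60 min enzyme reaction, room temperature | Signal: Luminescent ADP-Glo measurement of ADP formed | Read-out basis: Score relative to plate controls | Control set: DMSO and 20 µM GW8510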
# IEC-6 cytotox = IEC-6 cytotoxicity, counter-screen for KLF5 inhibitors; AID 1825; inhibition, % at 5 µM; 290,000 compounds, 0.78% hits; luminescence viability; in the data active = inhibition above about 22%;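 note: 0% = plate median of test compound wells and 100% = cytotoxic reference compound wells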
# AI-2 QS mod = modulates the Vibrio harveyi AI-2 quorum sensing system; Vibrio harveyi JMH597 AI-2 luminescence/OD600 ratio, 9 h; stronger effect = lower value; strain lacks LuxN and CqsS sensors; 0 = neutral-control median; activity change, % at 7.5 µM; 300,000 compounds, 0.4% hits; AID 2094; in the data active = activity change below about -75%, passing the limit was not always enough;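 note: luminescence divided by OD600 gain over 9 h not by final OD600 alone; inactives centre near 13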
# HIF act = HIF pathway transcriptional activation; 300,000 compounds, 0.32% hits; U2OS HRE-luciferase reporter, luminescence; normalized: DMSO 0%, desferrioxamine 100%; activation, % at 7.5 µM (by protocol); AID 1910;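 active = mean activation of at least 10% of the iron chelator positive control signal, with at least half of replicates also reaching 10%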
# aSyn UTR inh = MLPCN primary screen, SNCA 5' untranslated region; 300,000 compounds, 0.82% hits; inhibition, % (tested at 7.5 µM); alpha-synuclein 5'UTR reporter, inhibitor activity; AID 1813; in the data active = inhibition above about 60%;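 note: H4 neuroglioblastoma cells stably carrying SNCA 5'UTR luciferase fusion; 0% = DMSO wells and 100% = positive control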
# HSF-1 act = increases HSF-1 driven luciferase reporter signal; activation, % at 9 µM; NIH3T3-HGL HSF-1 luciferase reporter, MG132, 8 h; 100% = twice DMSO control signal; AID 504408; 300,000 compounds, 1.7% hits;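 active = mean replicate activation of at least 50% with a set share of replicates each reaching 50%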;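 note: 0% = median of the neutral control wells and 100% = twice that signal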
# HSF1 inh = HSF1 inhibition | NIH3T3-HGL HSE-luciferase, MG132-induced, luminescence 8 h; stronger effect = lower value | activity change, negative = inhibition, % at 7.5 µM (by protocol) | 300,000 compounds, 0.77% hits | AID 2098;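 active = more than half of replicate wells show activity change below -50%, luminescence cut by over half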;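 note: luciferase reports HSF-1 transcriptional activity via heat shock element; 0% = median of DMSO wells and -100% = zero luminescence signal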
# * hit, by the source's call; / = no result given. An unsorted share of the library (roughly 4.7% active in at least one column).
SMILES,KLF5 inh,GSK3A inh,HSP90 inh,GSK3B inh,IEC-6 cytotox,AI-2 QS mod,HIF act,aSyn UTR inh,HSF-1 act,HSF1 inh
CCC(=O)c1ccc(N2CCN(C(=O)c3ccc(F)cc3)CC2)c(F)c1,8.3,-2.8,-2.1,-3.1,4.9,11.0,-0.1,5.5,5.4,-1.6
Cn1ccnc1C(O)(c1ccccc1)c1ccccc1,-28.6,-1.6,2.0,-0.3,-2.0,19.1,0.0,10.1,20.3,0.5
O=C(NCC1CCCO1)C1CCN(S(=O)(=O)c2ccccc2)CC1 (stereo not drawn),-27.5,-1.7,-2.9,2.3,-3.2,11.5,0.6,12.6,0.4,-5.8
O=C1c2ccccc2C(Nc2ccc3c(c2)OCCO3)N1Cc1ccccc1 (stereo not drawn),/,-2.6,/,1.7,/,10.2,-0.3,-10.3,-29.3,-22.5
COc1cc(N2CCCC2)ccc1C=O,-55.7,2.3,-1.2,-3.8,-2.1,20.9,-1.0,-10.5,-13.2,-4.1
O=C(NCN1C(=O)C2C3C=CC(C3)C2C1=O)Nc1ccccn1 (stereo not drawn),-22.4,-1.5,-3.5,-3.0,-5.3,9.7,0.1,-0.7,-1.1,-6.3
CCCSCCCNC(=O)Cn1cc2c(n1)CCC(C)C2 (stereo not drawn),4.8,-0.4,4.3,2.7,-5.3,10.0,-0.1,11.9,5.0,-0.6
COC(=O)c1ccc(C)c(NC(=O)CCc2ccc(OC)cc2)c1,5.8,-0.1,-0.1,2.6,-4.9,9.2,0.2,23.8,19.4,10.0
COc1ccc(CNc2cc(C)ccn2)cc1,-60.0,0.2,1.1,-4.3,8.0,36.1,-17.8,-104.0,6.8,-3.3
CCCCc1ccc(NS(=O)(=O)c2c(C)n(C)c(=O)n(C)c2=O)cc1,-12.5,-0.6,1.4,-0.6,-0.7,31.9,-0.2,1.5,63.6*,27.2
Cc1ccc(SCn2nnc3ccccc3c2=O)c(C)c1,-44.1,-1.0,-3.0,-1.4,2.7,-15.3,2.9,-146.9,65.6*,36.5
CCC1(CC)NC(=O)N(CC(=O)Nc2sc3c(c2C(N)=O)CCC3)C1=O,-11.4,28.0,1.0,-8.9,-8.5,36.0,0.0,3.5,0.9,-0.3
Cc1ccc(C(=O)NCc2n[nH]c(=S)n2-c2ccccc2)cc1[N+](=O)[O-],-1.1,9.3,0.5,3.8,-6.4,-3.0,0.2,-2.4,-18.3,-2.0
O=C(CCC(=O)OCC(=O)c1ccccc1)Nc1cccc(Cl)c1,-19.9,-8.1,3.6,2.6,-1.0,3.8,-0.7,-4.3,-3.5,-2.1
O=C(O)c1ccc(NS(=O)(=O)c2ccc3c(c2)OCCCO3)cc1,-11.6,-3.9,-3.0,1.5,-7.4,32.6,-0.1,9.1,-1.2,-2.3
CC(=O)OCC1=C(C(=O)O)N2C(=O)C(NC(=O)c3ccc(F)cc3)C2SC1 (stereo not drawn),-2.8,-2.7,-0.8,-0.8,-0.9,21.6,0.4,-31.4,-4.8,-7.5
Cc1ccc(CS(=O)(=O)CCC(=O)NCc2ccccc2Cl)cc1,-11.0,10.1,2.9,2.9,-2.6,-6.7,-0.9,29.3,24.8,17.8
Cc1cc(-c2ccc(Cl)cc2Cl)c(C#N)c(=O)[nH]1,-40.4,0.3,-4.2,-0.9,0.3,28.2,1.1,-19.8,14.7,13.6
O=C(COc1ccc2ccccc2c1)Nc1ccc(Br)cc1C(=O)O,-8.9,-0.6,-2.2,2.7,2.6,11.9,-0.4,27.0,3.1,3.1
COc1ccc(Cl)cc1NC(=O)CSc1nnc(C2CC2)n1C,6.2,1.2,4.7,3.1,4.6,18.4,0.0,1.3,-0.2,-9.9
Cc1ccc(-n2nc3ccc(N)cc3n2)cc1Cl,-62.3,-2.3,1.0,-1.8,6.7,8.5,-16.4,-20.7,9.2,14.3
CCOC(=O)/C(C#N)=C1/C=CN(Cc2ccccc2)C=N1,15.5,-1.0,1.1,1.6,5.7,20.3,-0.1,-12.6,0.7,-3.2
C/C=C/C(=O)OCC(=O)Nc1ccc(OC)c(Cl)c1,-18.3,/,2.9,-0.1,-8.9,-7.6,-0.5,27.3,3.7,6.1
Cc1cc(C(=O)N/N=C/c2c[nH]c3ccccc23)c(C)o1,-18.6,1.1,-2.3,1.5,4.7,13.8,0.6,-81.0,1.7,-0.1
Cc1cccc2c1cnn2C(=O)CCC(=O)N1CCC(C)CC1,-8.0,-1.0,-5.4,0.8,3.1,-49.0,0.6,-14.0,-8.0,5.3
CCOC(=O)c1cc(C)[nH]c(=S)c1C#N,20.1,-4.1,2.3,4.1,1.2,22.6,-0.5,3.4,2.7,-8.8
CCN1CCN(C(=S)c2ccc(OCC(=O)NCc3ccccc3)cc2)CC1,7.2,-0.2,-3.7,-1.7,-4.6,32.2,0.0,-6.2,-18.1,-11.8
CCOc1ccc(CCNC(=O)C2CCN(S(=O)(=O)N3CCOCC3)CC2)cc1OCC,0.8,0.2,0.8,2.8,-3.7,6.2,-3.7,7.3,-3.0,-4.3
O=C(Cc1ccccc1)NCc1ccc2c(c1)OCO2,-40.4,/,-2.0,2.4,-0.1,-3.7,1.1,-99.3,34.3,23.1
COC(=O)c1c(C)oc2ccc(N(C(=O)Oc3ccccc3)S(=O)(=O)c3ccccc3)cc12,10.1,/,-0.1,0.3,-2.7,13.1,-1.0,19.3,74.4*,35.3
COc1ccc(CN2CCC(=O)NC2=O)cc1,-0.2,0.8,1.5,0.6,3.6,20.6,0.0,11.6,0.9,3.9
CCC1=NN2C(=N)/C(=C\c3cccn3-c3ccc(Cl)cc3)C(=O)N=C2S1,-12.4,-3.0,2.5,-2.7,5.0,36.7,-0.6,4.2,4.4,-1.7
COc1ccc(C(=O)NC(C(=O)N2CCc3ccccc32)C(C)C)cc1 (stereo not drawn),-24.7,-1.6,-6.7,2.3,-7.5,20.0,-0.3,-19.4,3.0,7.9
CCOc1ccc(C(=O)Nc2ccc(CN3CCOCC3)cc2)cc1Br,-39.0,-0.2,-1.7,-0.2,-4.4,7.8,0.4,-16.8,1.2,5.5
Cn1ccsc1=NC(=O)c1cc(S(=O)(=O)N2CCOCC2)ccc1Cl,/,0.5,/,-1.1,/,28.5,-0.8,10.8,0.1,1.0
CCCCNC(=O)COC(=O)c1ccc(SC)cc1OC,1.6,2.5,-2.2,1.3,-5.1,14.9,0.1,-9.3,0.5,1.9
COc1ccc(-c2csc(NC3CCCCC3)n2)c(OC)c1,-18.6,0.1,2.6,1.0,-1.4,4.8,-1.5,-27.5,-21.1,-19.3
Cc1cc(C)c(C2=NOC3C4CCC(C4)C23)c(C)c1 (stereo not drawn),-4.2,-1.0,5.3,-1.5,-2.5,-1.0,1.8,-3.8,0.5,-11.9
CCOC(=O)c1ccsc1NC(=O)CCS(=O)(=O)c1ccccc1,-50.5,1.5,1.6,3.2,-1.2,-0.6,-0.3,-14.1,10.3,4.8
COc1ccc(NS(=O)(=O)c2cccc(NC(=O)CNC(C)=O)c2)cc1,4.9,-2.0,3.5,-0.4,-4.2,15.4,-0.2,-1.0,-4.1,-4.1
COc1ccc(-c2cn3cc([N+](=O)[O-])ccc3n2)cc1OC,-52.1,0.6,7.0,1.1,2.4,8.0,3.6,-55.4,27.1,11.2
Cc1ccc(OCC(O)Cn2c(N3CCOCC3)nc3c2c(=O)[nH]c(=O)n3C)cc1 (stereo not drawn),-29.9,11.6,1.6,-2.7,4.1,23.9,0.0,10.9,-0.5,5.0
C=CCNc1nc2c3ccccc3n(C(C)=O)c2s1,1.4,0.2,0.1,1.9,4.0,21.4,-0.5,13.3,-10.2,1.0
CCOC(=O)c1cccc(NC(=O)c2ccc3c(c2)OCO3)c1,-118.8,-0.4,-1.7,-3.4,3.9,6.2,6.1,-125.8,29.8,19.5
CSc1nc2ccccc2n1Cc1cccc([N+](=O)[O-])c1,-8.6,-2.0,-4.7,-0.5,-1.9,8.4,-0.1,7.7,0.7,0.6
COc1ccc(/C=C/C(=O)C2CC2)cc1Cn1nc(C)c([N+](=O)[O-])c1C,1.5,-1.7,-1.4,-0.5,-4.5,4.9,-0.4,6.8,21.4,10.1
CCc1nn(C(C)C(=O)NCCN2CCCCCC2)c(=O)c2cc3occc3n12 (stereo not drawn),7.4,-1.7,1.7,-0.1,-2.2,12.8,-0.9,-14.5,-2.9,-3.2
CCCCn1c(=S)[nH]c2ccccc2c1=O,3.1,0.3,-1.2,-0.1,12.3,5.4,-0.1,4.1,-5.4,-8.6
CCN(c1ccccc1)S(=O)(=O)c1ccc(Cl)c(NC(=O)COC(=O)c2ccc[nH]c2=O)c1,10.6,-6.0,-0.3,0.3,1.8,33.5,-0.2,-13.2,-2.7,-3.3
CCCCCC(=O)Nc1cccc(C2=NOC3(C2)C[C@@H](C(N)=O)N(C(=O)c2cc([N+](=O)[O-])cc([N+](=O)[O-])c2)C3)c1 (stereo partly drawn),/,-4.5,/,2.2,/,17.7,-1.2,2.7,6.4,-0.5
Cc1ccc(/C=C/C(=O)N2CCN(S(=O)(=O)/C=C/c3ccccc3)CC2)o1,-9.5,-0.7,4.6,0.0,3.3,10.8,0.1,-14.8,0.5,5.8
CC(Oc1ccccc1)C(=O)N=C1SC2CS(=O)(=O)CC2N1Cc1ccccc1 (stereo not drawn),-5.4,0.8,1.8,2.6,-4.0,5.7,-0.3,-1.1,37.5,4.4
N#Cc1ccc(C(=O)Nc2cccc(NC(=O)c3ccco3)c2)c(F)c1,-20.1,0.0,-2.7,1.7,6.7,2.9,-0.4,-7.9,-16.7,8.3
CCCc1cc(=O)oc2cc(OCC(=O)Nc3cc(C)on3)ccc12,-16.0,2.2,-1.7,0.9,-2.9,18.8,-1.2,-10.4,4.9,1.8
Cc1c(C(=O)NCc2ccc(F)cc2)oc2ccc(S(=O)(=O)N3CCOCC3)cc12,-9.8,-0.7,4.6,-3.0,5.2,1.6,-0.1,38.4,5.3,7.6
Cc1ccc(C(=O)NCCCNC(=O)c2ccco2)cc1C,-26.4,-0.5,-2.6,2.2,2.9,23.8,-0.1,11.5,28.1,-0.9
Cc1cccc(NS(=O)(=O)c2ccc3c(c2)CCC(=O)N3)c1,-12.2,-5.1,-0.8,-3.4,2.0,14.7,-0.2,-4.1,5.8,1.2

# Some entries already given with just GSK3B inh, KLF5 inh and IEC-6 cytotox.
mol,GSK3B inh,KLF5 inh,IEC-6 cytotox
CC(=O)OCC1=C(C(=O)O)N2C(=O)C(NC(=O)c3ccc(F)cc3)C2SC1 (stereo not drawn),-0.8,-2.8,-0.9
Cc1ccc(CS(=O)(=O)CCC(=O)NCc2ccccc2Cl)cc1,2.9,-11.0,-2.6
Cc1cc(-c2ccc(Cl)cc2Cl)c(C#N)c(=O)[nH]1,-0.9,-40.4,0.3

# Compound activity (PubChem BioAssay)
